# PPARg SRC-3 ag – agonists of human PPARgamma SRC-3 coactivator recruitment | biochemical PPARgamma/SRC-3 coactivator recruitment assay | activation, % at 8 µM | hit rate 0.26% among 200,000 | AID 731; in the data active = activation above about 23%;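 note: 0% = DMSO and 100% = reference agonist; some compounds past the cut are filed as inactive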
# S1P3 antagonist – antagonists of human S1P3 receptor; Q99500; CHO S1P3 NFAT-BLA reporter, FRET fluorescence, antagonist mode; inhibition, % at 4.98 µM; hit rate 0.27% among 170,000; AID 485;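 active = inhibition above the plate cutoff, the mean inhibition of test wells on that plate plus 3 SD, cut at about 28% in these data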;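 note: cells challenged with S1P at its EC80 of 0.8 µM; blue over green emission ratio from cleaved BLA substrate after 4 h stimulation; 0% = S1P-stimulated wells and 100% = unstimulated DMSO-only wells; some compounds past the cut are filed as inactive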
# PPARg SRC-1 ag – PPARgamma-driven SRC-1 recruitment agonism; P37231; PPARgamma-SRC-1 coactivator recruitment biochemical assay; activation, % at 8 µM; hit rate 0.41% among 200,000; AID 631; in the data active = activation above about 19%;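 note: 0% = DMSO and 100% = reference agonist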
# STAT3 inh – reduces IL-6 driven STAT3 reporter signal; inhibition, % at 5.5 µM; U3A cells, IL-6 STAT3-luciferase reporter, luminescence; host cell line lacks STAT1; AID 862; hit rate 0.89% among 190,000;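 active = inhibition above the mean inhibition across all screened compounds plus 3 SD, cut at about 44% in these data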;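 note: 0% = DMSO only wells and 100% = 100 µM nifuroxazide control wells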
# STAT3 act – increases IL-6 driven STAT3 reporter signal | hit rate 0.91% among 190,000 | activation (% of control), % at 5.6 µM | AID 871 | U3A cells, IL-6 STAT3-luciferase reporter, luminescence; 100% = signal with IL-6 EC80 alone;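 active = activation above the screen-wide mean of compound activation plus 3 SD, cut at about 130% in these data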;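 note: 0% = background luminescence of wells with medium and substrate only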
#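 system = STAT3-luciferase reporter U3A cells | reagent = IL-6 stimulus at 33 ng/mL final | timing = 1 h compound pre-exposure, 6 h IL-6 stimulation, 37 °C | measured by = luminescence | evaluation = % activation versus median of IL-6-stimulated wells | control set = IL-6-only wells as 100% reference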
# RAM inhibit – yeast RAM network inhibition; S. cerevisiae dse1pr::URA3 reporter, 5-FOA growth OD615, 2 d; analog-sensitive cbk1-as2 kinase mutant strain; inhibition, % at 50 µM; hit rate 1.8% among 190,000; AID 868;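 active = inhibition above a set limit, 3 SD over mean compound inhibition, cut at about 8.4% in these data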;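 note: 0% = DMSO-only wells with no growth and 100% = 10 µM 1-NA-PP1 full growth; inhibition rescues growth on 5-FOA so higher OD means more RAM inhibition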
# ROMK mod – modulates human ROMK potassium channel activity | P48048 | Tet-inducible ROMK, thallium flux fluorescence; actives lie on both sides | B-score at 10 µM | hit rate 2% among 130,000;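 active = signal ratio slope over the read window, or its plate-corrected B-score, at least 3 SD from the plate mean, either direction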;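 note: B-score of the F/F0 ratio slope over 7 to 12 s after thallium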
# PPARg SRC2 recr – agonists of SRC-2 recruitment by human PPARgamma; PPARgamma LBD-SRC-2 recruitment, biochemical; hit rate 0.34% among 200,000; AID 1032; activation, % at 8 µM; P37231; in the data active = activation above about 22%;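 note: 0% = vehicle and 100% = reference agonist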
# TLR4 MyD88 comp – inhibitors of human TLR4-MyD88 binding | inhibition, % at 8.4 µM | hit rate 0.18% among 200,000 | HeLa CL3-4 TLR4/MyD88 BLA complementation, FRET ratio | AID 861 | O00206+Q99836; in the data active = inhibition above about 25%;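 note: 0% = vehicle and 100% = reference inhibitor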
# Target sequence (O00206 whole entry, looked up): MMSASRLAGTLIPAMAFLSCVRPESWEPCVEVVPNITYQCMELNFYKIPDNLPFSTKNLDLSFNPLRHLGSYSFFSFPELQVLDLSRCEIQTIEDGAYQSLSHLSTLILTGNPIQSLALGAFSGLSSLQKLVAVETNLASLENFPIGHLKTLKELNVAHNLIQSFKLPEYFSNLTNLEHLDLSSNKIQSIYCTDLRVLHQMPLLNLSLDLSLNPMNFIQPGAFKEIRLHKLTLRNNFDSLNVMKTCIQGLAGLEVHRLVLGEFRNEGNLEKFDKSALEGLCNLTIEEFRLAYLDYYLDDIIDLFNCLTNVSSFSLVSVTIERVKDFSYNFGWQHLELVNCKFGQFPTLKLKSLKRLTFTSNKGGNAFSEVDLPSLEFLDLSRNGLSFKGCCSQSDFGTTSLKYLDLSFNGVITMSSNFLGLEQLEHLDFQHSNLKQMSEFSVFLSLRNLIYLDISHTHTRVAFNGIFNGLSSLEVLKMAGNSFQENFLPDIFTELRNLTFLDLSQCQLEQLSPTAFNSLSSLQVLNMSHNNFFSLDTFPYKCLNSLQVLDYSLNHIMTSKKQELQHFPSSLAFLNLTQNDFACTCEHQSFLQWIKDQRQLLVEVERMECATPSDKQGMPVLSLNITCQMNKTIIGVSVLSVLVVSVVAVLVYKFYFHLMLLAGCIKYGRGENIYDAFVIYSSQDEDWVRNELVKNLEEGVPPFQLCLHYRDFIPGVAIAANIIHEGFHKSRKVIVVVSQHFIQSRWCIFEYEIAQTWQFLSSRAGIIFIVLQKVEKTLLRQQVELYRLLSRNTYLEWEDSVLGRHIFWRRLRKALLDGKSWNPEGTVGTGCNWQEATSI
# Target sequence (Q99836 whole entry, looked up): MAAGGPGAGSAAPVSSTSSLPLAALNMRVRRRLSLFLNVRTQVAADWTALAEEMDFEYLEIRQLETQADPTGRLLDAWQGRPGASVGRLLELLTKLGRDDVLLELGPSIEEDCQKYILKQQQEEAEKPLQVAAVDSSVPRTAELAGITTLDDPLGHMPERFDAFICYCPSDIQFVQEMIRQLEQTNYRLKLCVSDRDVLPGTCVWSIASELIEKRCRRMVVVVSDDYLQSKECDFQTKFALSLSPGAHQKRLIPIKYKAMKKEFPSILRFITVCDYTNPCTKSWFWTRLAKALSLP
# STAT1 blocker – inhibitors of IFN-gamma induced STAT1 signaling | NIH 3T3 STAT1-luciferase reporter, luminescence | inhibition, % at 5.5 µM | hit rate 0.35% among 200,000;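 active = inhibition above a set limit, the mean inhibition across all tested compounds plus 3 SD, cut at about 34% in these data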;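 note: 0% = IFN-gamma with DMSO and 100% = IFN-gamma with 300 µM nifuroxazide; values of inactives mirror those of a sister screen read the other way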
# SRC2 TRFRET art – flags TR-FRET format artefacts in PPARgamma SRC-2 recruitment agonist screen. TR-FRET ratio at 8 µM. hit rate 0.4% among 200,000. TR-FRET artefact counter-screen; active compounds read high. AID 1049; in the data active = TR-FRET ratio above about 2000; note: inactives centre near 1500
# The depositor's hits bear a star; · = not tested or not shown; & = joins results of further samples.
SMILES,PPARg SRC-3 ag,S1P3 antagonist,PPARg SRC-1 ag,STAT3 inh,STAT3 act,RAM inhibit,ROMK mod,PPARg SRC2 recr,TLR4 MyD88 comp,STAT1 blocker,SRC2 TRFRET art
Cc1cc(C)cc(-n2c(SCC(=O)Nc3cccc(S(=O)(=O)NC4=NCCCCC4)c3)nc3ccccc3c2=O)c1,-3,-12,2,7,90,5.2,·,1,-4,3,1605
CC(C)C(=O)NC(c1ccccc1Cl)c1c(O)ccc2ccccc12 (configuration not stated),-7,·,-7,2,98,2.7,·,-4,9,-8,1570
COc1ccc(-c2cc(=O)c3cc(F)ccc3[nH]2)cc1,2,-6,-4,-9,105,1.5,0.048,-5,1,-3,1391
CCc1nnc(SCc2ccc(C(=O)OC)o2)n1N,4,19,-3,14,93,2.3,-0.011,-3,15,2,1662
Cc1nc2ccc(NC(=O)c3cccc(C(F)(F)F)c3)cc2o1,12,·,4,23,89,2.0,·,13,1,6,1633
CCOC(=O)/C(C#N)=C/c1c[nH]c2ccccc12,0,2&-3,-5,-34,129,1.4,·,7,5,-20,1623
O=C(Nc1ccc(NC(=O)C2CCCCC2)cn1)c1ccco1,-2,-20,4,62*,48,-1.0,·,2,-11,-44,1550
Cc1ccc(Cn2ccc(NC(=O)c3noc4c3CCCC4)n2)cc1,-3,-3,-5,11,96,5.3,·,2,-9,-16,1361
NC(=O)c1nsc(C(=O)N(CCc2ccccc2)C(C(=O)NC2CCCC2)c2ccco2)c1N (configuration not stated),0,-17,1,2,104,8.7*,-1.7,7,0,-1,1424
COc1cc(NC(=O)COC(=O)/C=C/c2ccc(OC)c(OC)c2)cc(OC)c1,3,-21,5,7,97,2.6,·,0,13,7,1646
CC1COC(c2cccn2Cc2ccccc2Cl)=N1 (configuration not stated),4,-24,2,-6,108,1.9,0.00081,10,-11,-5,1535
COc1ccc(CNC(=O)c2c([S-])n(-c3ccc(C)cc3)c3cccc[n+]23)cc1,0,5,5,6,101,4.6,-0.14,-3,3,5,1602
Cn1cnnc1SCC(=O)Nc1cc(C(F)(F)F)ccc1N1CCOCC1,3,-11,4,-1,108,-0.8,-0.26,0,2,1,1658
CCO[C@@H]1OC(C(=O)N2CCCCCCC2)=C[C@H](c2cn(C(C)=O)c3ccccc23)[C@H]1CCCO,2,-9,2,·,·,0.8,·,5,-7,8,1575
O=C(NCc1cccs1)C(=O)NCC1OCCCN1S(=O)(=O)c1ccccc1 (configuration not stated),3,-7,7,-1,103,3.7,1.5,-9,-1,0,1498
COCCCn1c(C2CCCCC2)nc2oc3cc(OC)ccc3c(=O)c2c1=O,-13,-28,-5,10,93,0.5,-0.61,-5,4,-10,1403
COc1cccc(C2C(C(N)=O)=C(C)Nc3nc(-c4cccc(Cl)c4)nn32)c1 (configuration not stated),0,-14,1,6,98,0.9,·,2,-1,6,1538
Cc1ccc(NC(C)c2cc(Cl)ccc2O)cc1 (configuration not stated),-16,·,2,-2,107,-0.2,0.088,-1,8,3,1352
O=C(O)CSc1nc2c(c(C(F)(F)F)n1)CCc1ccccc1-2,-2,-11,4,-2,103,4.6,1.3,-10,-1,2,1505
Cc1ccc(C(C)NC(=O)c2ccco2)cc1C (configuration not stated),-2,15,0,2,102,0.0,-0.27,-6,7,14,1501
COc1ccc(OCC(=O)OC2CCN(C)CC2)cc1,7,·,10,5,102,1.2,·,10,4,2,1561
O=C(CSc1ccc2nnc(-c3ccccn3)n2n1)N1CCOCC1,-4,0,0,13,96,1.4,·,4,-1,-5,1587
NC(=O)Cc1nc(-c2ccc(Br)cc2)cs1,4,1,-3,4,99,-0.4,·,7,-4,-3,1486
C=CCOCCN(CCOCC=C)C1=NS(=O)(=O)c2ccccc21,1,-13,-2,3,102,-0.4,0.25,-4,-13,3,1642
COCCNC(=O)COc1ccccc1C,-8,·,1,2,104,2.1,-0.09,13,6,-5,1545
CN(CC(=O)N1CCCCC1)S(=O)(=O)c1cccc2cccnc12,0,-4,1,-5,104,1.3,·,-2,-5,8,1574
O=C1OCCC1Sc1ncnc2sccc12 (configuration not stated),-11,-12,4,-2,105,0.9,1.5,-4,6,-9,1493
O=C(COC(=O)C1=COCCO1)NC(=O)c1ccc(OC(F)F)cc1,2,-5,1,4,99,2.5,-0.66,0,-7,-1,1551
O=C(Cn1c(-c2cscn2)nc2ccccc21)Nc1ccccc1F,-6,·,3,7,97,3.8,·,-11,-6,4,1278
O=C(c1ccccn1)N1CCN(c2cccc(C(F)(F)F)c2)CC1,-1,6,5,6,97,0.2,-0.087,7,-4,2,1669

# Marked active in RAM inhibit, among the entries above:
SMILES,PPARg SRC-3 ag,S1P3 antagonist,PPARg SRC-1 ag,STAT3 act,RAM inhibit,ROMK mod,PPARg SRC2 recr,TLR4 MyD88 comp,STAT1 blocker
NC(=O)c1nsc(C(=O)N(CCc2ccccc2)C(C(=O)NC2CCCC2)c2ccco2)c1N (configuration not stated),0,-17,1,104,8.7*,-1.7,7,0,-1

# Additional entries.
SMILES,PPARg SRC-3 ag,S1P3 antagonist,PPARg SRC-1 ag,STAT3 inh,STAT3 act,RAM inhibit,ROMK mod,PPARg SRC2 recr,TLR4 MyD88 comp,STAT1 blocker,SRC2 TRFRET art
Cc1cccc(N(C(=O)c2snc(C(N)=O)c2N)C(C)C(=O)NCC2CCCO2)c1 (configuration not stated),3,-15,6,1,103,0.8,-0.32,-1,10,-1,1496
CN(C)/N=C/c1cc([N+](=O)[O-])ccc1O,5,-11,-4,-4,107,0.6,-0.68,6,2,-1,1623
O=C(O)c1cc2c(s1)-c1ccccc1CC2,0,0,0,-12,107,-0.1,-0.31,-1,6,-3,1597
O=C(CN1CCN(S(=O)(=O)c2ccccc2)CC1)Nc1ccc2c(c1)OCO2,6,-12,3,15,95,0.1,·,8,-13,2,1664
N=C1N(/N=C/c2ccccc2)C(=Nc2ccccc2)C(=S)N1c1ccccc1,24,·,6,5,98,1.8,-2.9,14,14,-39,1598
O=c1c2cc(Br)ccc2[nH]c(=S)n1Cc1ccccn1,3,-4,0,-13,116,6.2,0.2,-4,17,-5,1395
COc1ccccc1NC(=O)COC(=O)C1CCN(/C=C/C(=O)C(F)(F)F)CC1,4,-14,-1,23,86,2.0,-0.72,-2,3,7,1339
CCSc1cc(N2CCCC2)nc(-c2ccc(C)cc2)n1,-2,6,-7,8,95,0.0,1.6,-9,8,1,1432
CCSc1nnc(NC(=O)C(NC(=O)c2ccc(Cl)cc2)C(C)C)s1 (configuration not stated),-1,-23,-5,6,94,3.8,-1.1,1,0,13,1470
COc1ccc(C2CC(=O)Nc3n[nH]c(-c4ccccc4)c32)cc1OC (configuration not stated),5,-2,1,13,95,6.5,-0.091,3,9,-5,1748
O=C(Nc1nnc(SCc2ccc(F)cc2)s1)c1ccc2c(c1)C(=O)N(c1ccccc1Cl)C2=O,1,-6,12,9,97,3.2,1.2,-5,-15,-2,1561
CC(=O)NC1=NN(C(C)=O)C(c2sccc2C)S1 (configuration not stated),-1,·,0,7,99,0.8,-0.48,-4,5,-7,1607
Cc1c(N2C(=O)SC(CC(=O)O)C2=O)c(=O)n(-c2ccccc2)n1C (configuration not stated),2,·,4,-1,103,0.3,0.035,2,-9,12,1487
O=C(Nc1cc(S(=O)(=O)N2CCOCC2)ccc1N1CCCC1)C1CC1,0,-16,-2,6,96,1.0,-0.039,-5,8,-4,1721
Cc1ccc(-c2csc(NC(=O)c3ccc(S(=O)(=O)N4CCc5ccccc54)cc3)n2)cc1,-3,7,-1,-11,110,1.8,-0.022,-1,-6,6,1384
COc1ccc(-n2c(COc3ccc(Cl)cc3)nnc2SCc2ccc(C#N)cc2)cc1,-2,·,1,0,100,8.2,-3.5,3,-5,-1,1518
CS(=O)(=O)N(CC(=O)Nc1cccc(Cl)c1Cl)c1ccccc1,-4,·,6,3,98,0.5,-0.58,10,-4,3,1429
Cc1cccc(-n2c(N)cc(=O)nc2SCC(=O)Nc2ccccc2)c1,-3,·,1,6,94,0.7,0.86,2,13,0,1715
CCOC(=O)c1cnc2ncnn2c1N,-1,-18,6,1,106,0.6,-0.29,-9,-17,3,1334
CCCOc1ccc(CCC(=O)O)cc1,3,-25,-1,5,99,-0.6,-0.096,4,-14,-9,1577
O=C(CCCN1C(=O)/C(=C/c2cccs2)SC1=S)Nc1ccc(C(=O)O)cc1,3,-4,12,3,102,6.4,-0.29,2,6,3,1781
COc1ccc(Cc2nnc(NC(=O)c3cc(OC)c(OC)c(OC)c3)s2)cc1OC,1,-16,6,12,92,5.1,2.4,2,-7,10,1550
CC(=O)N(c1ccccc1)c1ccc([N+](=O)[O-])cc1[N+](=O)[O-],0,-5,0,-3,105,0.1,·,-3,-4,-6,1605
COc1cc(CNCc2ccco2)ccc1OCc1ccccc1,3,·,-3,4,103,0.0,·,5,-3,3,1436
COc1cccc(N2CCN(CC(=O)C34CC5CC(CC(C5)C3)C4)CC2)c1,-7,·,4,-4,101,0.6,0.24,1,-14,4,1320
CC(C)N(C(=O)CSc1nc2ccccc2n1Cc1ccccc1F)C(C)C,-1,·,-5,11,92,-0.6,·,2,-5,5,1302
CC(OC(=O)c1nsc(Cl)c1Cl)C(=O)NCc1ccc2c(c1)OCO2 (configuration not stated),-1,·,8,10,101,3.6,·,6,6,1,1684
COc1ccc(/C=C2\CCc3ccccc3C2=O)cc1Cn1nc(C)c(Br)c1C,11,·,6,3,101,·,1,7,7,3,1654
O=C(CS(=O)(=O)c1ccccc1)Nc1ccc(Br)cn1,-1,1,8,8,93,2.5,-0.59,7,-28,5,1650
O=C(COc1ccc(Br)cc1CNCCc1ccccc1)NCc1ccccc1,-1,-1,-8,0,105,-1.6,-1.7,0,13,-2,1609
O=C(/C=C/c1ccccc1)NNC(=O)c1cccs1,-1,-6,2,-4,108,1.1,-0.075,-9,12,-9,1522
COc1ccc2c(c1)[nH]c1c(=O)n(/N=C/c3ccc(OC)c(COc4ccccn4)c3)cnc12,-2,-42,4,-1,102,0.1,1.6,7,5,-7,1534
Cc1cc(C)n(C(=O)CCCn2cc([N+](=O)[O-])cn2)n1,-4,-10,-7,8,97,0.6,1.7,1,-6,-4,1351
Cc1cc(C(=O)N/N=C/c2cccc([N+](=O)[O-])c2)c2ccccc2n1,5,10,9,10,90,0.4,0.097,4,-20,16,1637
Cc1ccc(C(=O)N2CCc3ccccc32)cc1,-3,·,7,-33,131,1.0,-1,-4,-7,-20,1435
Cc1cccc(NC(=O)NC(C)CCc2ccccc2)c1 (configuration not stated),5,3,9,3,102,1.0,·,13,-10,-8,1601

# Source: PubChem BioAssay
